Bioassay records from PubChem.
LDHA block = LDHA (human) enzyme inhibition; P00338; purified LDHA, NADH/diaphorase-resazurin fluorescence; active compounds read low; activity change, % (values are at about 110 or 230 µM); 480,000 tested, 0.15% active; in the data active = activity change below about -30%; inconclusive = mostly about -25% to -30%;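 note: plate controls were DMSO wells for no effect and wells without enzyme for full effect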
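Human LDH5 at 2 nM final in Tris HCl pH 7.4 with 0.06 mM NADH and 0.2 mM pyruvate, reacted 5 minutes at room temperature. Remaining NADH coupled via diaphorase/resazurin; resorufin fluorescence read at 0 and 20 minutes, normalized to enzyme-free and DMSO wells.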
BLM inh = blocks DNA unwinding by human BLM helicase | P54132 | recombinant BLM DNA unwinding, fluorescence dequenching | Potency, µM (doses to about 56.1 µM), for the others: top-dose activity change, negative = inhibition, actives largely listed as inhibitors | 350,000 tested, 0.2% active;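 note: potency is the fitted concentration of half-maximal effect; plate controls were vehicle for no effect and no enzyme for full effect; nearly all actives have a fitted effect of over 35% in size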
Target sequence (P54132 whole entry, looked up): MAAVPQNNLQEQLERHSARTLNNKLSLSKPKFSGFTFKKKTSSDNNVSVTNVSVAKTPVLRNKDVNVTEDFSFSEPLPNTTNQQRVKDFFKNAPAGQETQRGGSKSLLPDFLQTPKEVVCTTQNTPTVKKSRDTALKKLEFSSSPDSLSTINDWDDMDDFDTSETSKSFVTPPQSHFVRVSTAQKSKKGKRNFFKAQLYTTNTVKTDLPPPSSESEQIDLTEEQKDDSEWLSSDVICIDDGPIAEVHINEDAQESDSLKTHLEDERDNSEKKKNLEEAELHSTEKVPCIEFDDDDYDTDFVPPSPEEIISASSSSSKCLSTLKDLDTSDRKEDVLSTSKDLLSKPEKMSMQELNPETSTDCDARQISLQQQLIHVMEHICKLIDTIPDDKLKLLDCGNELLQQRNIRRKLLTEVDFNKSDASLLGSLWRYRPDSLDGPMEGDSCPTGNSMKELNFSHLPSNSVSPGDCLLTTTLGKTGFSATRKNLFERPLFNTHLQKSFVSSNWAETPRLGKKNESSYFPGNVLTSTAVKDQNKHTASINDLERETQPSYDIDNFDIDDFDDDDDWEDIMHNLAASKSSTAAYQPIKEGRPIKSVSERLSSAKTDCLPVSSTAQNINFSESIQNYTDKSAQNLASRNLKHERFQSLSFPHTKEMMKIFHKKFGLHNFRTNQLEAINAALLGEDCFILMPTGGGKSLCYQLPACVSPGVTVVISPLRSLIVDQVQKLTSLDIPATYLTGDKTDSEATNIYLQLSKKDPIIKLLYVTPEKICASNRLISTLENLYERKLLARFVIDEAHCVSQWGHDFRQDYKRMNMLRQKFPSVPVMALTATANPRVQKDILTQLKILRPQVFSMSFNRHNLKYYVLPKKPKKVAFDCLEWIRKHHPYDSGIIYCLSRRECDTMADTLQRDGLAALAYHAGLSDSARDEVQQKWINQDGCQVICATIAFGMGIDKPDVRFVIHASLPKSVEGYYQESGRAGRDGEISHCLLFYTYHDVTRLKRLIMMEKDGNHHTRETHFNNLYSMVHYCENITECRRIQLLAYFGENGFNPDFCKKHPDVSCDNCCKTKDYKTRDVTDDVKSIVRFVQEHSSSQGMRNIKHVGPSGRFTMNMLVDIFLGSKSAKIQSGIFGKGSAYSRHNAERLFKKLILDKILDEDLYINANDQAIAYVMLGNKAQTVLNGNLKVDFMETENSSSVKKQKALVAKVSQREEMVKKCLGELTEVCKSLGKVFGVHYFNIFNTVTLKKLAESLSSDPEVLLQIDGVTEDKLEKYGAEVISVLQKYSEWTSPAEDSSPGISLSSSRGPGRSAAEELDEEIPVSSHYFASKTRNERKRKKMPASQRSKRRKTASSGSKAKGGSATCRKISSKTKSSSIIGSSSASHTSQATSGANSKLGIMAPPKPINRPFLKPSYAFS
Pol kappa inh = DNA polymerase kappa (human) inhibition. Q9UBT6. purified Pol kappa, fluorescent DNA synthesis assay, 10 min. Potency, µM (doses to about 107 µM), without a hit: at the highest dose activity, negative = inhibition, usual class: inhibitors. 400,000 tested, 0.53% active; note: potency is the fitted concentration of half-maximal effect; % is set by controls: 0 for no effect and ±100 for the full control effect
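50 nM final substrate added after 15 min RT preincubation of 10 nM Pol kappa with compound; fluorescence read at 0 and 10 min.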
APE1 inh = blocks human APE1 abasic DNA cleavage. recombinant APE1, TAMRA/BHQ-2 abasic DNA cleavage fluorescence. P27695. Potency, µM (top dose mostly 65.8 µM), without a hit: at the highest dose activity change, negative = inhibition, actives largely listed as inhibitors. 350,000 tested, 0.35% active;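 note: potency is the fitted concentration of half-maximal effect; plate controls were vehicle for no effect and reference inhibitor for full effect; nearly all actives have a fitted effect of over 55% in size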
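APE1 at 0.75 nM final was preincubated with compound 15 min at room temperature, then 50 nM double-stranded THF abasic-site substrate (5'-TAMRA/3'-BHQ-2) was added. Fluorescence (ex 525/em 598 nm) was read kinetically; third-minus-first read gave activity.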
Pol eta inh = DNA polymerase eta (human) inhibition; Q9Y253; recombinant Pol eta, fluorescent DNA replication assay; Potency, µM (highest dose often 114 µM), inactives show at the highest dose activity change, negative = inhibition, actives largely listed as inhibitors; 390,000 tested, 1.2% active; note: potency is the fitted concentration of half-maximal effect; % is set by controls: 0 for no effect and ±100 for the full control effect
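Pol eta at 10 nM preincubated with compounds 15 min at room temperature; reaction started with fluorescent substrate (50 nM final) and read kinetically at 0 and 10 min.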
POLB inh = DNA polymerase beta (human) inhibition | Potency, µM (top dose mostly 114 µM), for inactives: at the top dose activity change, negative = inhibition, actives largely listed as inhibitors | Pol beta primer extension/strand displacement, fluorescence kinetic | 340,000 tested, 1.3% active | P06746; note: potency is the fitted concentration of half-maximal effect; % is set by controls: 0 for no effect and ±100 for the full control effect
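Curves were derived by four-parameter Hill fits of normalized qHTS data. The kinetic fluorescent primer-extension read was taken at 0 and 10 min after 50 nM substrate, following a 15 min room-temperature preincubation of 10 nM enzyme with compounds.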
Apoferritin bind = candidate novel general anesthetic via apoferritin binding | Potency, µM (doses to about 77.5 µM), inactives show at the highest dose activity change, negative = displacement, hits mostly inhibitors | AID 485281 | 350,000 tested, 0.074% active | apoferritin/1-aminoanthracene competitive binding, fluorescence | P02791; note: potency is the fitted concentration of half-maximal effect; % is set by controls: 0 for no effect and ±100 for the full control effect; nearly all actives have a fitted effect of over 20% in size
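Concentration-response curves derived by four-parameter Hill fitting of normalized fluorescence, where compounds displaced 1-AMA from 10 uM horse apoferritin following a brief 10 min room-temperature incubation; propofol titration acted as positive control.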
Pol iota inh = inhibitors of human DNA polymerase iota | Pol iota fluorescent replication assay, 10 min | Potency, µM (titrated, usually from 115 µM), for the others: at the top dose activity, negative = inhibition, hits mostly inhibitors | 390,000 tested, 1% active; note: potency is the fitted concentration of half-maximal effect
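Pol iota at 10 nM preincubated 15 min with compounds at room temperature; reaction started with fluorescent substrate, 50 nM final. Fluorescence read kinetically at 0 and 10 min; buffer-only wells as negative control.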
GRP78 ERSR act = induces the endoplasmic reticulum stress response in human glioma cells; U87-MG GRP78 promoter luciferase reporter, 16 h; Potency, µM, for the others: top-dose activation, most hits filed as activators; 420,000 tested, 0.02% active; AID 602332; note: potency is the fitted concentration of half-maximal effect; series mostly up to about 76 µM; % of control where 0% means no effect; nearly all actives have a fitted effect of over 35% in size
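ERSR induction read as luciferase luminescence (Bright-Glo, 10 min at room temperature) in stably transfected human U87-MG glioma cells exposed to compounds for 16 h, using GRP78 as sensor.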
An asterisk follows results filed as active; ? = inconclusive; nt = not tested or not shown; [ ] = remark or other dose. Unless noted, calls come from the whole dose curve; as a rule, active = well fitted curve in the direction sought with a large enough effect; inconclusive = small, poorly fitted or top-dose-only effect, or another doubt; inactive = no such curve, though single readings can be large; an effect the other way counts as inactive or inconclusive.

Compound	LDHA block	BLM inh	Pol kappa inh	APE1 inh	Pol eta inh	POLB inh	Apoferritin bind	Pol iota inh	GRP78 ERSR act
COc1ccc(-c2noc(COc3ccc(Br)cc3C)n2)cc1OC	-4	-9%	-17%	nt	-15%	0%	97%[activator]	-12%	-3%
O=C(COC(=O)c1ccc(Cl)s1)c1ccc[nH]1	0	-7%	5%	-1%	-15%	5%	?	9%	-1%
CC(=O)c1csc(COc2cc(Cl)cc(Cl)c2)n1	9	-2%	1%	-2%	-15%	9%	2%	48%[activator]	-2%
COc1ccc(CN2CCC(Oc3ccc(C(=O)N4CCCC4)cc3)CC2)c(F)c1	-3	-8%	-4%	13%	-11%	-24%	3%	35%[activator]	-2%
COc1ccc(-c2[nH]ncc2CN2CCCC(C(=O)c3cccc(OC)c3)C2)cc1 (centres undefined)	-6	2%	-14%	-3%	-9%	-15%	-17%	9%	-6%
CC(C)Oc1ccccc1/C=N/NC(=O)C1CCCC1	-5	-3%	2%	17%	-13%	21%	-8%	-18%	2%
O=C1c2ccccc2C(=O)N1c1ccc(S(=O)(=O)N2CCCCC2)cc1	-12	-7%	-15%	-5%	1%	4%	-16%	-13%	-4%
CC(C)c1ccc(N2C(=O)C(Cl)=C(N3CCOCC3)C2=O)cc1	-8	-2%	-4%	2%	4%	-12%	-8%	71%[activator]	0%
Cc1cc(-c2ccc(C)c(S(=O)(=O)N3CC(=O)Nc4ccccc43)c2)on1	-3	-2%	-3%	10%	-19%	23%	-8%	46%[activator]	-2%
Cc1c(/C=N/NC(=O)c2ccc3c(c2)OCO3)cnn1C	-4	-1%	-9%	-3%	-2%	13%	-5%	0%	2%
CCn1c(SCC(=O)Nc2ccc(OC)c(S(=O)(=O)N3CCCCC3)c2)nnc1C1CC1	-4	nt	-23%	-3%	-12%	nt	nt	0%	-3%
C=CCn1c2c(c(=O)[nH]c1=S)CN(C(C)c1ccccc1)CN2 (centres undefined)	-11	-3%	-1%	5%	1%	13%	-3%	-14%	-4%
O=C(Nc1ccc(C(F)(F)F)cc1)c1cc(S(=O)(=O)NC2CCCCCC2)ccc1F	2	-13%	-5%[60.1 µM]	nt	-28%	-4%	?	9%	6%
CCn1c(SCC(=O)Nc2ccccc2F)nnc1-c1cnccn1	-4	1%	-8%	-16%	-23%	19%	-9%	34%[activator]	4%
Cc1ccc(N2C(=O)CC(NNc3nc4ccccc4s3)C2=O)cc1C (centres undefined)	-12	-1%	-15%	-3%	-22%	-9%	-10%	-5%	1%
CN(Cc1nc2ccccc2c(=O)[nH]1)C(=O)c1cc(-c2ccc(Br)cc2)nc2ccccc12	2	nt	-23%	nt	-16%	nt	nt	1%	-6%
C=CCC(O)CC1C2C(CC(O)CC=C)C3C1C3C2OC(C)(C)C (centres undefined)	nt	-1%[12.4 µM]	nt	3%[12.4 µM]	nt	nt	-9%[15.3 µM]	nt	-3%
CCc1ccc(NCc2cccn2-c2nnc(N3CCCCCC3)s2)cc1	-7	-9%	2%	nt	nt	28%	77%[activator]	-4%	nt
CCCN1CCC(=NNc2ccc(S(=O)(=O)N(CC)CC)cc2[N+](=O)[O-])CC1	-11	0%	-2%	-2%	-10%	27%	?	59%[activator]	-6%
N/C(Cc1ccc(Cl)cc1)=N\OC(=O)Cc1ccc([N+](=O)[O-])cc1	12	-6%	-5%	-4%	-13%	-13%	-10%	5%	-3%
C=CCNC(=O)CC1Nc2c3ccccc3nc(=S)n2C1=O (centres undefined)	-2	0%	1%	-1%	-24%	27%	-8%	148%[activator]	-2%
CCC(C)Sc1cc(C(F)(F)F)c(C(=O)Nc2ccc(Cl)cc2)cn1 (centres undefined)	4	-11%	2%	1%	-23%	8%	-12%	-22%	-4%
CC12CCC(=O)N1C(C(=O)NNC(=O)c1ccc(Br)cc1)CS2 (centres undefined)	-10	nt	-3%	-9%	-8%	nt	nt	21%	-2%
COc1cc(OC)cc(C(=O)Nc2c(F)cccc2F)c1	3	-13%	-17%	?	4%	50%	1%	18%	-4%
CCc1c(C(=O)N2CCN(c3ccccc3F)CC2)[nH]c(C)c1C(C)=O	-4	-5%	0%	3%	-5%	-18%	-13%	6%	-3%
Cc1cc(C)cc(N(CC(=O)Nc2ccc(-c3nc4ccc(C)cc4s3)cc2)S(C)(=O)=O)c1	-5	-3%	-13%	-2%	-5%	1%	3%	9%	0%
CCCCC(=O)N1C/C=C\C(c2ccc(OC)cc2)N(Cc2ccc(F)cc2)C(=O)C1Cc1ccccc1 (centres undefined)	nt	-9%	-9%	1%	nt	nt	8%	1%	-2%
Cc1ccc(C)c(Nc2nn3c(=O)c4ccc(C(=O)NCCC5=CCCCC5)cc4nc3s2)c1	-1	-5%	-11%	nt	-15%	0%	-11%	1%	-6%
O=C1C=C(c2cccc(Br)c2)C[C@@H](c2ccc(F)cc2)C1	-1	nt	4%	30%	-22%	nt	nt	3%	-6%
COc1ccccc1N1CCN(Cc2cccs2)CC1	-18	-1%	-6%[60.1 µM]	4%	5%	?	-21%	2%	1%
Cc1cc(C)n2nc(C(=O)N/N=C/c3cn(C)nc3C)nc2n1	-5	-3%	-8%	0%	-5%	-1%	16%	35%[activator]	-2%
CCCCOc1ccc(C(=O)NC(=S)Nc2ccc(CN3CCOCC3)cc2)cc1	-4	-6%	-17%	3%	-3%	2%	-6%	5%	-5%
CC(Sc1nc2ncc(Cl)cc2[nH]1)C(=O)NC1(C#N)CCCCC1 (centres undefined)	0	nt	1%	43%[activator]	2%	nt	nt	-24%	-1%
COc1ccc2[nH]c(-c3ccc(F)cc3F)cc(=O)c2c1	nt	-5%[75.6 µM]	-2%	-2%	nt	nt	-2%[110 µM]	nt	1%
COc1ccc(Sc2cc(C(F)(F)F)nc(-c3ccccn3)n2)cc1	0	-4%	-6%	-9%	12%	6%	?	15%	0%
CS(=O)(=O)Nc1ccccc1NS(C)(=O)=O	-1	-3%	-20%	16%	2%	-18%	6%	23%	-3%
Cc1c(C)c2ccc(O)c(CN3CCCC3)c2oc1=O	-3	-4%	-3%	-1%	-11%	0%	517%[activator]	31%[activator]	-9%
COc1ccc(-n2c(SCc3ccccc3)nc3c([nH]c4ccccc43)c2=O)cc1	-2	-5%	-6%[60.1 µM]	nt	-8%	1%	?	20%	-4%
COC(=O)c1cccc(NS(C)(=O)=O)c1	-7	-9%	-1%	25%	-21%	90%[activator]	-2%	68%[activator]	-1%
Oc1ccc(C=NNc2ccccn2)c(O)c1	3	nt	-23%	nt	-12%	nt	nt	6%	4%
O=C(CSc1nnnn1-c1ccccc1)NCC1(N2CCCCC2)CCCCC1	-2	nt	-12%	?	-12%	nt	nt	8%	-5%
COc1ccc([C@@H]2[C@H]3C(=O)N(c4cccc(C(F)(F)F)c4)C(=O)[C@H]3ON2C)cc1	-6	-6%	-9%	-9%	-12%	2%	6%	9%	0%
COc1ccc(/C(O)=C2/C(=O)C(=O)N(CCN3CCOCC3)C2c2ccccn2)cc1OC (centres undefined)	10	-2%	3%	-1%	-1%	10%	0%	?	7%
Cc1cc(OC(=O)C(C)(C)C)c([N+](=O)[O-])c(=O)[nH]1	-5	-10%	-1%	3%	-10%	-18%	-1%	14%	-3%
CCN(CC(=O)Nc1ccc2c(c1)OCO2)Cc1nc2ccccc2c(=O)[nH]1	10	0%	-1%	-4%	8%	4%	-17%	10%	-2%
CCN(CC)CCNC(=O)C12CC3CC(CC(C3)C1)C2	-4	0%	-2%	1%	?	36%	-12%	4%	-4%
COc1ccccc1N1CCN(C(=O)CCc2ccccc2)CC1	-1	-14%	-14%	-5%	-8%	30%	-10%	12%	1%
CCOc1ccc(C(=O)/C=C/c2cc(OC)c(OC)c(OC)c2)cc1	0	-7%	-6%	9%	-24%	2%	?	73%[activator]	5%
CCC(C)Nc1nc(-c2c[nH]c3ccccc23)cs1 (centres undefined)	11	-17%	-10%	30%	-24%	31%	-6%	45%[activator]	-1%
CC(=O)Nc1ccc(NC(=O)C(C)OC(=O)CNS(=O)(=O)c2ccc(Br)cc2Cl)cc1 (centres undefined)	1	-3%	-3%	25%	-17%	7%	-9%	?	-3%
O=C(c1cc(C(F)(F)F)cc(C(F)(F)F)c1)N1CCC2(CC1)CN(c1ccccc1)C2	nt	-6%	-14%[60.1 µM]	3%	nt	nt	nt	nt	-3%
CCCCc1ccc(NC(=S)NCc2cccs2)cc1	0	-17%	-11%	-2%	-15%	-4%	-6%	-9%	9%
CC(C)N(Cc1nccn1C)C(=O)c1cc(COc2ccc(F)cc2Cl)on1	-3	-1%	-3%	31%	-4%	10%	-16%	23%	-3%
CCCCn1c(CN2CCN(c3ccc(OC)cc3)CC2)nc2c1c(=O)[nH]c(=O)n2C	4	-3%	6%	nt	-1%	49%	-11%	0%	-8%
CCNS(=O)(=O)c1ccc(C(=O)OCc2cc(=O)oc3cc(OC)ccc23)cc1	-1	-6%	-14%	32%	?	-12%	-13%	?	-7%
COc1ccc(C(=O)CSc2n[nH]c(N)n2)cc1	-8	0%	-8%	-3%	0%	4%	-23%	20%	-2%
Cc1ccccc1Nc1nnc(SCc2cc(=O)n3ccsc3n2)s1	6	-1%	-9%	-1%	-4%	1%	-16%	9%[58.9 µM]	-2%
COc1ccc(S(=O)(=O)N2CCC(C(=O)NCc3ccccc3)CC2)cc1OC	-3	2%	-2%	-1%	-18%	30%	-10%	43%	-3%
C#CCOCCOCCOCCNc1nc(N2CCN(C(=O)[C@H](CCCCN)n3cc(CN)nn3)CC2)nc(N2CCN(C(=O)[C@H](CCCCN)n3cc([C@@H](N)CC(N)=O)nn3)CC2)n1	6	nt	9%	nt	-8%	nt	nt	8.9µM*	-7%

Some of the compounds tested, so the mix of outcomes need not match the whole.
